Source: PubChem
CHRM5 PAM: potentiates acetylcholine response at human M5 receptor. CHO-K1 hM5, Fluo-8 calcium, ACh EC20 PAM; 0% = ACh EC20, 100% = ACh EC100. activation, % at 3 µM. 360,000 tested, 0.3% active. AID 624038;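 active = activation above the run cutoff, the mean activation of all test compounds plus 3 SD, cut at about 18% in these data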
Target sequence (P08912 whole entry, looked up): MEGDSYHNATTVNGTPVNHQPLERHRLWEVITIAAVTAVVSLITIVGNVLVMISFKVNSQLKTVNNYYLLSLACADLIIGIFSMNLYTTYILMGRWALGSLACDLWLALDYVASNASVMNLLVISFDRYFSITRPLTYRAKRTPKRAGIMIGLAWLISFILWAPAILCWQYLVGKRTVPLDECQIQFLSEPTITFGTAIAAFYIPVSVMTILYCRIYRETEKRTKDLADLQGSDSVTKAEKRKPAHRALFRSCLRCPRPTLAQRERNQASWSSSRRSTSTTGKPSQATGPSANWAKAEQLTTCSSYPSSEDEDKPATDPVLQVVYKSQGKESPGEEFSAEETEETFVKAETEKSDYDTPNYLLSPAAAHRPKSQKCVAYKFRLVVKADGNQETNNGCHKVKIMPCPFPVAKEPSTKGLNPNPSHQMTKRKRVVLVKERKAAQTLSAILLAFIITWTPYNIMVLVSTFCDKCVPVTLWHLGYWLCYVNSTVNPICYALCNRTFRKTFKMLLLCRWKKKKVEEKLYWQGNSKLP
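System: CHO-K1 hM5 cells. Reagent: acetylcholine, EC20 level. Compound dosing: single dose, 3 µM nominal final test concentration. Timing: Post-acetylcholine fluorescence recording 140 s. Detection: Fluo-8 calcium fluorescence. Read-out: % activation, ACh-normalized. Benchmarks: ACh EC20 and EC100 wells. Repeats: singlicate, one well per test compound.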
CRFBP-R2 block: antagonists of CRF-binding protein/CRF-R2 receptor complex; HEK293 CRF-R2/CRF-BP, CRF-induced calcium fluorescence; inhibition, % at 11.8 µM; 350,000 tested, 0.59% active;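 active = inhibition of the ligand-induced calcium signal above about 50% at the single tested concentration, limit read from the data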
CRFR2-BP ag: agonists of human CRF-binding protein/CRF-R2 receptor complex | HEK293 CRF-R2/CRF-BP, calcium dye fluorescence (FLIPR); percent of saturating CRF peptide response | activation, % at 13.2 µM | 350,000 tested, 0.46% active | AID 588473;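 active = activation of at least 50%, plus an integration ratio under a set limit after plate pattern correction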;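 also: plate controls were neutral control wells without compound for no effect and CRF at EC100 for full effect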
M4 PAM: potentiates acetylcholine response at human M4 receptor; P08173; CHO-K1 hM4/Gqi5, Fluo-8 calcium fluorescence, ACh EC20; 0% = ACh EC20, 100% = maximal ACh; activation, % at 3 µM; 360,000 tested, 0.4% active; AID 624126;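 active = activation above its plate's cutoff, the mean activation of sample wells plus 3 SD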; also: some results filed as inactive read as strong as hits
Target sequence (P08173 whole entry, looked up): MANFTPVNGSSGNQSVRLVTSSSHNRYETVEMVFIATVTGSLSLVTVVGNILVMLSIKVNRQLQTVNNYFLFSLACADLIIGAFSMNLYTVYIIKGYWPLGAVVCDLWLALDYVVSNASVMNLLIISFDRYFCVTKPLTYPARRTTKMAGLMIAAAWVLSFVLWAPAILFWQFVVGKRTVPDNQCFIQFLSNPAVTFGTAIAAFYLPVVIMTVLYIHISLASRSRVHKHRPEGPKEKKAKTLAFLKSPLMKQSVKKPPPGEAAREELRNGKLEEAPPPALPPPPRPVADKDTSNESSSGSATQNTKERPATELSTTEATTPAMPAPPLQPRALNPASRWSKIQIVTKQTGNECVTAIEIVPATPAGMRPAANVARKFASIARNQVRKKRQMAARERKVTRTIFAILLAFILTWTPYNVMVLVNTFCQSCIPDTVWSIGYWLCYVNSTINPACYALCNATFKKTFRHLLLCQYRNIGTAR
CHRM4 antagonist: antagonists of human muscarinic M4 receptor (CHRM4); P08173; CHO-hM4 cells, ACh EC80, Fluo-8 calcium fluorescence; inhibition, % at 3 µM; 360,000 tested, 0.73% active; AID 624125;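 active = inhibition above its plate's cutoff, the mean inhibition of sample wells plus 3 SD, cut at about 27% in these data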;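 also: 0% = acetylcholine EC80 with DMSO and 100% = DMSO without agonist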
M4 ag: agonists of human muscarinic M4 receptor (CHRM4); P08173; CHO-K1 hM4/Gqi5, Fluo-8 calcium fluorescence; vehicle 0%, full acetylcholine response 100%; activation, % at 3 µM; 360,000 tested, 0.14% active; AID 624127;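 active = activation above the run mean over all test wells plus 3 SD, cut at about 32% in these data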;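 also: peak over basal fluorescence ratio per well then scaled between controls; 0% = DMSO wells and 100% = acetylcholine at EC100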
M5 ag: CHRM5 agonism in calcium assay. P08912. CHO-K1 hM5 cells, Fluo-8 calcium fluorescence; 0% DMSO wells, 100% maximal acetylcholine response. activation, % at 3 µM. 360,000 tested, 0.19% active. AID 624037;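 active = activation above the run's mean over test compounds plus 3 SD, cut at about 23% in these data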;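 also: signal is peak over basal fluorescence ratio across the kinetic read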
IDE inh: inhibitors of human insulin-degrading enzyme in cells | 320,000 tested, 0.41% active | P14735 | HEK cells, FAbetaB cleavage, fluorescence polarization | inhibition, % at 5.59 µM | AID 434962;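 active = percent inhibition above the average of all tested compounds plus 3 SD, set per screening campaign, cut at about 16% in these data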;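 also: IDE supplied by intact live HEK cells; FP after avidin binding of uncleaved biotin substrate so inhibition keeps polarization high; 0% = DMSO wells and 100% = 60 µM reference IDE inhibitor Ii1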
M5 antag: antagonists of human muscarinic M5 receptor (CHRM5). P08912. CHO-hM5 cells, Fluo-8 calcium fluorescence, ACh EC80. inhibition, % at 3 µM. 360,000 tested, 0.59% active;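 active = inhibition above a per-plate cutoff, the mean of that plate's test compounds plus 3 SD, cut at about 27% in these data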;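 also: 0% = acetylcholine EC80 with DMSO and 100% = DMSO without agonist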
* marks the source's active call; other numbers are inactive results; x = not tested or not shown.

SMILES	CHRM5 PAM	CRFBP-R2 block	CRFR2-BP ag	M4 PAM	CHRM4 antagonist	M4 ag	M5 ag	IDE inh	M5 antag
COc1ccc2nc(CNC(=O)C3CCC(=O)N(CCc4ccccc4)C3)[nH]c2c1 (stereo not given)	3	4	-0.1	9	-3	0	-3	0	-5
COc1cc2c(cc1OC(C)=O)C(=O)CCCC2	7	x	x	-4	15	-1	2	x	-6
CCOC(=O)c1ccc(-c2ccc(/C=N/NC(=O)c3cncc(Br)c3)o2)cc1	9	8	9.2	1	-1	0	2	8	-14
O=C(CN1C(=O)c2cccc3cccc1c23)NCc1cccnc1	0	-14	-1.4	8	4	2	-3	-4	-9
CN(CC(=O)Nc1ccc(F)c(Cl)c1)S(=O)(=O)c1ccc2c(c1)n(C)c(=O)c(=O)n2C	1	-21	0.3	-1	5	1	-4	-4	-11
CCCOC(=O)Nc1ccccc1C(N)=O	3	5	-1.9	-1	-1	-1	2	0	1
N=c1oc2cc(O)ccc2cc1C(=O)Nc1ccc(Cl)cc1	-4	-15	43	-1	-16	2	-2	-12	5
COc1ccc(C(=O)NNC(=O)CSc2nnnn2C)cc1	19*	-2	-0.1	13	1	0	2	-2	-4
CN(C)C1=NCCN1CCC1CCCCC1	-2	-5	0.9	-1	-5	1	-12	2	7
O=Cc1ccc(-c2ccc(F)cc2)o1	8	-6	-3.1	9	0	2	-5	0	0
C=CCSc1cc(C)nc2c(-c3ccccc3)c(C)nn12	3	-4	2.1	5	0	-1	-2	3	-3
COc1ccc2c(c1)C(c1ccccc1)=NNC(c1ccco1)=N2	1	3	1.5	9	-9	-1	0	0	-3
CCOC(CCNC(=O)c1cn(-c2cccc(C)n2)cn1)OCC	0	16	-0.8	10	-3	0	-2	0	2
CCNC(=O)C1(C)CCCN(C(=O)c2cc(-c3cccs3)oc2C)C1 (stereo not given)	5	x	x	4	-3	0	1	x	-3
COc1ccccc1CNC(=O)C1CCCN(S(=O)(=O)c2cccc3cccnc23)C1 (stereo not given)	-7	3	-0.5	-2	-9	6	2	4	-6

Ordered by SMILES length (rising): five of the compounds above.
SMILES	CHRM5 PAM	CRFBP-R2 block	CRFR2-BP ag	M4 PAM	CHRM4 antagonist	M4 ag	M5 ag	IDE inh	M5 antag
O=Cc1ccc(-c2ccc(F)cc2)o1	8	-6	-3.1	9	0	2	-5	0	0
COc1cc2c(cc1OC(C)=O)C(=O)CCCC2	7	x	x	-4	15	-1	2	x	-6
CCNC(=O)C1(C)CCCN(C(=O)c2cc(-c3cccs3)oc2C)C1 (stereo not given)	5	x	x	4	-3	0	1	x	-3
COc1ccc2nc(CNC(=O)C3CCC(=O)N(CCc4ccccc4)C3)[nH]c2c1 (stereo not given)	3	4	-0.1	9	-3	0	-3	0	-5
CN(CC(=O)Nc1ccc(F)c(Cl)c1)S(=O)(=O)c1ccc2c(c1)n(C)c(=O)c(=O)n2C	1	-21	0.3	-1	5	1	-4	-4	-11

(further entries)
SMILES	CHRM5 PAM	CRFBP-R2 block	CRFR2-BP ag	M4 PAM	CHRM4 antagonist	M4 ag	M5 ag	IDE inh	M5 antag
COc1ccccc1C(=O)N1CCN=C1SC	-3	-2	0.2	-4	10	1	0	14	-3
Cc1ccc(S(=O)(=O)/C(C#N)=C/c2c(N3CCN(Cc4ccccc4)CC3)nc3ccccn3c2=O)cc1	-3	8	10	-5	-4	2	-3	-1	4
Cc1ccc2c(c1)nnn2C1CCN(C(=O)C23CC4CC(CC(C4)C2)C3)CC1	0	-20	-2.3	-5	-1	0	-2	3	-1
CCOC(=O)N1C(=O)[C@@](CC)(c2ccccc2)N1C(=O)OCC	-1	25	0.1	7	-3	1	-1	-1	11
COc1ccc(C)cc1C1=Nc2ccccc2C1(C)C	-2	-3	1.6	8	-5	-2	-3	6	1
Cc1ccc(S(=O)(=O)Nc2ccc(NC(=O)Nc3cccc(C(F)(F)F)c3)cc2)cc1	-5	-3	-1.8	-9	14	4	-1	4	6
COc1ccc(-n2c(Cc3cccn3C)nnc2SCC(=O)N2CCCc3ccccc32)cc1	-6	1	-2.2	-20	22	-1	-3	2	0
CC(C)C[C@@H](CN)NC(=O)c1nc[nH]c1C(=O)N[C@@H](Cc1c[nH]c2ccccc12)C(=O)CNC[C@H](C)NC(=O)c1nc[nH]c1C(=O)N[C@@H](CC(=O)O)C(=O)O	-1	3	-1.0	1	-4	-1	1	x	-2
CCN(CC)CCCN1CC(=O)N2[C@@H](Cc3c([nH]c4ccccc34)C2(C)C)C1=O	-6	2	-1.0	-18	25	-1	-5	5	12
O=C(c1ccccc1)c1ccc(-n2ccnc2)c([N+](=O)[O-])c1	0	-4	-0.6	2	2	3	2	-4	9
O=C(Cn1nc(-c2ccccc2Cl)ccc1=O)Nc1ccc(Br)cc1	1	-48	20	-6	-1	2	2	-3	4
O=C(/C=C/c1ccco1)NCCc1ccc(F)cc1	5	3	-0.5	4	-3	0	-2	1	5
Cc1ccc(S(=O)(=O)N2CCCCC2)cc1NC(=O)CCOc1ccccc1	-7	-9	1.0	-2	5	3	-1	-4	3
CCCn1c(=O)c2sccc2n2c(CCCC(=O)NC3CCN(Cc4ccccc4)CC3)nnc12	16	-5	-0.1	7	-7	1	-6	2	-5
Cc1ccc(C(C)C)c(OCc2ccc(-c3nnco3)cc2)c1	10	-21	1.8	1	0	0	1	2	-3
O=C(C1=C(O)C(=O)N(CCc2ccccc2)C1c1cccnc1)c1ccco1 (stereo not given)	9	2	1.1	5	-4	1	1	7	-7
CCOc1ccc(NC(=O)CSc2nc(=O)n(Cc3cccnc3)c3c2CCC3)cc1	1	15	-1.4	3	1	1	1	8	3
NC(=O)NC(=O)COC(=O)CCSc1ccccc1	-1	12	-0.4	4	9	1	1	2	2
COc1ccc2occ(C(=O)c3ccc(N)cc3)c2c1	-3	-13	-0.7	-1	-12	5	-1	x	-2
O=C1CC(SCc2nc3ccccc3[nH]2)C(=O)N1c1ccc(F)c(Cl)c1 (stereo not given)	-2	-29	7.9	-5	9	3	-3	1	7
O=c1[nH]c(Nc2ccc3c(c2)OCCO3)nnc1Cc1ccccc1	0	7	-0.3	-4	-4	0	1	1	6
Cc1ccc(-c2noc(CCC(=O)NC3CCCC3)n2)cc1	3	11	-2.1	-7	5	5	2	3	-7
Cn1c(NCc2ccccc2O)nc2ccccc21	-6	0	-1.0	3	-10	2	-11	-6	2
O=C(CCSc1ccccc1)NCCSc1ccccn1	-3	-3	-0.6	5	-3	1	-1	-1	0
CCC(CCCO)CCC[C@H](C)CCC1OCCO1 (stereo not given in full)	-2	-7	3.3	3	-26	2	-1	1	1
O=C(Nc1ccc(NC(=O)c2ccc([N+](=O)[O-])cc2[N+](=O)[O-])cc1)c1ccco1	1	-13	1.2	-2	8	1	-1	-4	11
COC(=O)CCCN1C(=O)NC(c2ccc(-c3ccccc3)cc2)C(C(=O)OCc2ccccc2)=C1C (stereo not given)	2	3	5.6	1	4	0	1	x	-1
CCCCC[C@@H]1CCCCC[C@@H](O)C[C@@H](O)[C@@H](O)/C=C/C(=O)O1	-4	x	x	1	10	0	0	x	4
Cc1cc(OCC(=O)NCc2ccncc2)ccc1Cl	-6	-18	2.5	-5	-9	1	-9	2	5
CSc1ccccc1C(=O)C1CCCN(C(=O)c2csnn2)C1 (stereo not given)	2	3	-0.1	-1	4	0	-3	-3	6
O=C(Cc1ccc(S(=O)(=O)N2CCOCC2)s1)Nc1ccccc1N1CCCC1	2	-20	1.2	2	-2	1	-1	3	6
C/C(=N/Nc1ccc([N+](=O)[O-])cc1)c1ccc(C)cc1C	-10	-36	0.8	-10	0	1	-5	2	-2
Clc1ccc(CSc2nnc(CNc3cccc(Cl)c3)o2)cc1	-6	-2	0.2	-8	4	0	-3	0	3
CCOC(=O)C1C(C)=C(Nc2ccc(OC)cc2)C(=O)N1c1ccc(OC)cc1 (stereo not given)	0	8	2.5	1	-4	0	0	0	-4
Cn1c(=O)c2c(SCC(=O)N3CCOCC3)nc(C3CC3)nc2n(C)c1=O	-1	5	1.7	7	2	2	1	4	-2
CN(C)c1ccc(C(=O)/C=C/c2ccc(Br)cc2)cc1	0	24	0.9	5	-7	1	0	4	-4
COc1cc(/C=N/NC(=O)CC2(C)OCCCO2)ccc1OCc1ccccc1	-5	-11	-0.4	0	0	4	1	6	8
CC(C)(C)c1cnnn1-c1cccc([N+](=O)[O-])c1	-1	9	-1.8	5	-2	2	1	2	7
Cc1cc(C)c(C(=O)N2CCCC(Nc3ccc(F)cc3)C2)o1 (stereo not given)	9	-10	-1.4	-3	-4	2	0	6	-16
COc1cc2c(cc1OC)CN(C(=O)CCOc1ccccc1)CC2	2	-8	-2.0	14	-15	1	0	-1	-14
Cc1ccc(N=C2NC(=O)CS2)cc1	5	4	-0.3	4	-1	0	-4	1	0
N#Cc1ccc(OCC(=O)Nc2ccc(S(=O)(=O)N3CCOCC3)cc2)cc1	-8	7	1.1	3	2	6	8	3	-3
O=C(CC1C(=O)NCCN1Cc1cccc(Oc2ccccc2)c1)NCc1cccnc1 (stereo not given)	-2	-13	0.5	-6	4	1	1	0	2
CN(C)S(=O)(=O)n1cc(/C=C(\NC(=O)c2ccccc2Cl)C(=O)N2CCOCC2)c2ccccc21	-3	-10	-1.1	-4	8	1	-1	-1	-10
N#Cc1ccc(OCC(=O)N2CCN(S(=O)(=O)c3ccc(Cl)s3)CC2)cc1	-5	5	0.2	-8	11	12	0	-1	-6
CCCCc1c(-c2ccc(F)cc2)ncn1CCc1ccccc1OC	-15	x	x	-6	1	2	0	x	-10
O=C(COC(=O)Cc1n[nH]c(=O)c2ccccc12)NNC(=O)c1ccccc1	2	-6	3.9	3	1	2	2	-2	0

Quoted at random: 3 compounds from above, in no set order.
SMILES	CHRM5 PAM	CRFBP-R2 block	CRFR2-BP ag	M4 PAM	CHRM4 antagonist	M4 ag	M5 ag	IDE inh	M5 antag
N#Cc1ccc(OCC(=O)Nc2ccc(S(=O)(=O)N3CCOCC3)cc2)cc1	-8	7	1.1	3	2	6	8	3	-3
CCCCc1c(-c2ccc(F)cc2)ncn1CCc1ccccc1OC	-15	x	x	-6	1	2	0	x	-10
CC(C)(C)c1cnnn1-c1cccc([N+](=O)[O-])c1	-1	9	-1.8	5	-2	2	1	2	7
